High-throughput results as filed in PubChem.
SIAE inh – human SIAE inhibition, primary screen | AID 1053197 | SIAE FP-Rh probe binding, fluorescence polarization | Q9HAT2 | inhibition, % at 9.66 µM | actives 0.69% (n = 370,000);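 active means inhibition above a cutoff: mean of compounds within the control limits plus 3 SD of those, cut at about 17% in these data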;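 further: 0% = plate median of compound wells and 100% = probe without SIAE protein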
LEDGF integ inh – blocks HIV-1 LEDGF/p75-dependent DNA integration; TR-FRET IN-LEDGF/p75 DNA integration, Eu/Cy5; inhibition, % at 3.7 µM; actives 0.64% (n = 370,000);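 active means inhibition above the screen-wide mean plus 3 SD, cut at about 13% in these data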;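 further: signal is the Cy5 over europium emission ratio at 671 and 618 nm; 0% = plate median of compound wells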
mABHD4 FP – ABHD4 (mouse) inhibition, primary FP screen. Q8VD66. purified mABHD4, FP-Rh probe fluorescence polarization. inhibition, % at 8.92 µM. actives 0.54% (n = 370,000). AID 720543;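 active means inhibition exceeding the mean over every tested compound plus 3 SD, cut at about 30% in these data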;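 further: 0% = plate median of compound wells and 100% = S159A mutant with DMSO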
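Material: mouse ABHD4 enzyme, wild type; Benchmarks: S159A mutant high control, sample median low control; Buffer or medium: HEPES pH 7.0, NaCl, Pluronic buffer; Signal: fluorescence polarization; Read-out: percent inhibition of probe binding, normalized to plate controls; Timing: pre-incubation 45 min, probe exposure 60 min, at 25 °C; Dosing: 8.92 µM, single dose.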
TDP2 inh – blocks human TDP2 phosphodiesterase activity; O95551; recombinant TDP2, T5PNP hydrolysis, p-nitrophenol absorbance 415 nm; inhibition, % at 12.8 µM; actives 0.34% (n = 370,000); AID 720702;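 active means inhibition above the mean of all tested compounds plus 3 SD, set per campaign, cut at about 25% in these data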;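 further: 0% = DMSO with enzyme and 100% = buffer with substrate but no TDP2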
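System: recombinant human TDP2 / Amount: 120 nM TDP2 per well / Also added: 5 mM T5PNP chromogenic substrate / Doses: 12.8 µM single point, 1% DMSO / Incubation: 2 h at 37 °C / Detection: p-Nitrophenol epi absorbance / Evaluation: % inhibition relative to enzyme-containing and enzyme-free wells / Repeats: singlicate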
HTRA1 inhibitor – inhibitors of human serine peptidase HTRA1; inhibition, % at 5.96 µM; Q92743; recombinant HTRA1, FP-rhodamine activity-based probe, fluorescence polarization; AID 504803; actives 0.5% (n = 340,000); in the data active means inhibition above about 36%;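 further: 0% = enzyme with DMSO and 100% = wells lacking enzyme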
Rev-erbA mod – Rev-erb alpha (human) modulation; actives 0.79% (n = 370,000); activity, % at 10 µM; Rev-erbα–FITC-DNA binding, fluorescence polarization, 90 min; P20393;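 active means activity above about 14%, limit read from the data; passing the limit was not always enough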;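 further: 0% = DMSO wells with 35 nM protein and 100% = DMSO wells with 750 nM protein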
Target sequence (P20393 whole entry, looked up): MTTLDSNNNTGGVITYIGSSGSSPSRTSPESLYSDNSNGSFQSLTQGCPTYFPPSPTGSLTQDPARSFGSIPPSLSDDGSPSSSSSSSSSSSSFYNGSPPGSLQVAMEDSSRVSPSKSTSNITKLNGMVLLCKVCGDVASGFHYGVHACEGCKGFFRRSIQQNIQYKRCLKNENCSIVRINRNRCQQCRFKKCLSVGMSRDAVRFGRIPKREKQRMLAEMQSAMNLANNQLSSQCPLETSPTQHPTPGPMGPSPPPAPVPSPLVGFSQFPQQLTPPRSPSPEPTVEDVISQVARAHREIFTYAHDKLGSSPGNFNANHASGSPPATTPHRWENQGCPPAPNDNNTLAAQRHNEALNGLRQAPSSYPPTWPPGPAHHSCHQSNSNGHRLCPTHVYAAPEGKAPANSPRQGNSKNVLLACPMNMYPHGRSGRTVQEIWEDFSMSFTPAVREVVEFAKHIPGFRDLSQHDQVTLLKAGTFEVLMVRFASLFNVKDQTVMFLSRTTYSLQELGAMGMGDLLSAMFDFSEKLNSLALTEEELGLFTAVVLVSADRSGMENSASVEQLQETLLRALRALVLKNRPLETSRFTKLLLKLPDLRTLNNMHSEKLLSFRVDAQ
PG9 binder – PG9 antibody binding by small molecule; TR-FRET gp120-PG9 antibody binding; inhibition, % at 6.7 µM; actives 0.43% (n = 360,000); AID 624416; in the data active means inhibition above about 8.5%
TCR CD3 inh – inhibitors of human TCR-CD3 interaction. TAMRA-labeled TCR probe fluorescence, biochemical. AID 651800. inhibition, % at 9.4 µM. actives 0.37% (n = 360,000); in the data active means inhibition above about 19%;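 further: recombinant mutant TCR 2C K166C tagged with TAMRA read by polarization; 0% = receptor in buffer alone and 100% = receptor with positive control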
PRMT1 inh – blocks human protein arginine methyltransferase 1. Q99873. recombinant PRMT1, activity-based probe fluorescence polarization. inhibition, % at 2.79 µM. actives 1.3% (n = 370,000). AID 652257;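 active means inhibition above about 21% made by adding two undisclosed values, limit read from the data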
Target sequence (Q99873 whole entry, looked up): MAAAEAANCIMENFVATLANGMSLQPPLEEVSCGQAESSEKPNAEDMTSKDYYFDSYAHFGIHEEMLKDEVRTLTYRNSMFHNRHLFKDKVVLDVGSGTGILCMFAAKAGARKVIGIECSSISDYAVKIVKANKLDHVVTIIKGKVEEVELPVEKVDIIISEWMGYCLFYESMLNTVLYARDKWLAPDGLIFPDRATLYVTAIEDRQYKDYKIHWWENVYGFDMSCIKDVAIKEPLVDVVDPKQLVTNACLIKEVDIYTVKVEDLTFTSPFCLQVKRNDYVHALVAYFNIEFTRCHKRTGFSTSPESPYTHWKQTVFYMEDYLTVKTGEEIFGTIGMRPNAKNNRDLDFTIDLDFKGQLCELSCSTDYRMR
rCAG RNA binder – molecules binding r(CAG) RNA repeats; r(CAG) RNA repeat, TO-PRO-1 dye displacement fluorescence; inhibition, % at 3 µM; actives 1.3% (n = 370,000); AID 651821;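 active means inhibition above the plate cutoff, the mean of all test compounds on that plate plus 3 SD, cut at about 35% in these data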;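 further: 0% = DMSO alone and 100% = 100 µM mitoxantrone as full dye displacement; higher means more dye released from RNA so lower well fluorescence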
Numbers without * were called inactive; . = no result given. Not all compounds are listed; rates above refer to the full screens.

SMILES	SIAE inh	LEDGF integ inh	mABHD4 FP	TDP2 inh	HTRA1 inhibitor	Rev-erbA mod	PG9 binder	TCR CD3 inh	PRMT1 inh	rCAG RNA binder
CCn1cc(CN(C)C(=O)/C=C/c2ccc([N+](=O)[O-])cc2)c(C)n1	1	-1	3	1	-2	8	0.1	-8	3	-5
COc1ccc(CCCC(=O)N/N=C/c2cccc(OC)c2O)cc1C	2	-7	8	5	-11	1	0.7	-2	-4	4
O=C(O)CCc1nn2c3ccccc3nc2n(-c2ccccc2)c1=O	-5	0	3	-11	7	1	-1.7	8	-1	2
Cc1ccc(-c2nnn3c2nc(NC(C)C)c2ccccc23)cc1	-4	0	-5	5	-3	48*	0.8	3	0	3
O=C(O)c1cccc(NC(=S)NCc2ccccc2)c1	-3	2	1	12	3	-1	-3.6	8	2	1
Cc1cccc(NC(=O)c2nc[nH]c2C(=O)NC[C@H](C)O)c1	6	-1	5	2	-3	4	-0.6	1	2	0
Cc1cccc(OCC(=O)Nc2ccc(N3CCCC3)cc2)c1C	5	2	16	9	29	6	0.9	-12	-2	10
Cc1cccnc1NC(=O)C1CCN(S(=O)(=O)c2ccc3ccccc3c2)CC1	2	-1	-15	5	-1	-1	0.4	8	-2	0
CC(=O)c1ccc(OCc2cccc(C(F)(F)F)c2)cc1O	0	0	-7	6	-17	7	-2.1	1	-2	-5
CC(C)CCC(CCN1CCCC1)c1ccc2c(c1)OCO2 (stereo unspecified)	-4	-2	8	-8	2	-5	-0.3	0	1	-1
CCCc1sc(N/N=C/c2ccccn2)nc1-c1ccc(Br)cc1	-1	-2	4	-3	28	2	-1.3	-2	1	2
Cc1nnc2c3ccccc3ccn12	2	1	16	-2	5	-3	0.1	-3	1	1
Fc1ccccc1-c1nc(-c2ccc(-c3nn[nH]n3)cc2)no1	-42	2	-22	11	-29	-1	0.0	0	6	32
c1ccc(-c2nnc3n2NC(c2ccc4c(c2)OCO4)S3)cc1 (stereo unspecified)	3	-2	-2	-11	-9	-6	1.9	4	13	12
CCCCCC(=O)N1CC2(CC(c3cccc(NC(=O)CC)c3)=NO2)C[C@H]1C(N)=O (stereo partly specified)	2	0	-3	2	-11	-9	-1.3	-5	4	2
CC(=O)NC(CCS(C)(=O)=O)C(=O)Nc1nccs1 (stereo unspecified)	-2	4	-5	-14	5	-4	-2.1	3	-1	5
c1ccc(-c2ccc(-c3cnc4n3CCCCC4)cc2)cc1	-1	0	6	-1	-37	-9	-1.8	0	1	-2
CNc1nc(Oc2ccccc2C(=O)OC)nc(SC)n1	1	-3	8	4	4	0	2.3	0	-1	6
CCOC(=O)c1ccc(NC(=O)CN2C(=O)NC3(CCCCCC3)C2=O)cc1	-1	1	-4	-7	-9	0	1.5	2	-3	-3
CC(C)NC(=O)N1CCCN(c2nc3ccc(Cl)cc3s2)CC1	1	5	-11	-11	-2	5	0.0	-6	-1	-4
O=C(Nc1cccc(F)c1)/C(=C\c1cccnc1)NC(=O)c1cccs1	-6	-2	-3	7	3	1	0.3	-8	0	5
COc1ccc(N2CCCC2)c(NC(=O)COc2ccccc2Cl)c1	10	1	4	20	-3	9	-0.5	5	1	4
Cc1ccc(C)c(NC(=S)c2ccccn2)c1	-3	4	-1	7	4	7	1.1	0	2	0
CC12C(=O)N(c3nccs3)C(=O)C1(C)C1CCC2O1 (stereo unspecified)	-2	-6	-17	-6	.	-2	-0.6	-9	10	-2
O=c1nc(NCc2ccco2)sc2ncccc12	-3	0	4	2	8	10	0.3	-2	1	-1
CC(C)c1cccc(C(C)C)c1NC(=S)Nc1cccc(Cl)c1	-2	1	5	0	2	4	-1.9	5	0	2
COc1ccccc1-c1nnc(NC(=O)c2ccc3ncsc3c2)o1	-27	-1	13	7	10	4	-0.5	5	9	11
CCNC(=O)COC(=O)c1cc(C)nc2ccccc12	-6	1	2	1	0	4	0.1	4	-1	1
Cn1cc(C=C2C(=O)CC(C)(C)CC2=O)c2ccccc21	-6	0	-3	6	1	2	-1.3	2	-1	0
c1ccc(SC23CCCCN(CCC2)C32OCCO2)cc1 (stereo unspecified)	-1	0	9	3	.	7	2.4	-1	0	2
COc1ccc(C(=O)Nc2ccc(S(=O)(=O)N3CCOCC3)cc2)cc1OC	2	4	10	-1	3	1	-0.4	1	-2	1
C=CCNc1nc(N)c(C(=C(C#N)C#N)c2ccccc2)s1	-3	0	-6	-1	-14	2	2.3	5	3	36*
Cc1ccc(C23CC4CC(CC(C(=O)OCC(=O)NC5CCS(=O)(=O)C5)(C4)C2)C3)cc1 (stereo unspecified)	1	5	-11	-2	-1	-5	-1.1	-2	1	0
O=C(Nc1ccon1)C12CC3CC(C1)CC(n1cnc([N+](=O)[O-])n1)(C3)C2	2	5	2	-10	-5	-5	-1.6	9	-1	1
COc1ccccc1N1CCN(Cc2cc(=O)oc3cc(C)cc(C)c23)CC1	6	-1	5	-7	.	-2	-2.7	3	-1	0
CSc1ccc(CNC(=O)C2(C)CCCN2C)cc1 (stereo unspecified)	9	-2	5	2	.	4	-2.4	-5	-4	-2
Cc1ccccc1Nc1nc(N)nc(COC(=O)CC2CC3CCC2C3)n1 (stereo unspecified)	3	0	-1	9	-15	7	2.0	6	-2	0
CCO[C@@H]1OC(C(=O)N2CCN(Cc3ccc4c(c3)OCO4)CC2)=C[C@H](c2cn(C(C)=O)c3ccccc23)[C@H]1CCCO	0	2	0	-6	-10	3	1.7	6	-1	-1
COCCn1c(=NC(=O)/C=C/c2ccccc2Cl)sc2cc(NC(C)=O)ccc21	-7	-9	12	-6	-9	0	1.8	-1	0	6
COCCOC(=O)C1=C(C)Nc2ncnn2C1c1ccco1 (stereo unspecified)	2	1	6	-4	10	4	-3.6	2	-4	0
Cc1cc(OCC(=O)NC2CC(C)(C)NC(C)(C)C2)c2c(C)c(C)c(=O)oc2c1	-3	4	-3	3	5	-5	-1.0	4	-1	6
COc1ccc(C(CNC(=O)c2oc3ccc(C)cc3c2C)N2CCCCC2)cc1 (stereo unspecified)	0	-3	3	-6	-13	-2	0.0	1	1	-6
Cc1cccc(NC(=O)c2cccc(S(=O)(=O)N3CCc4ccccc4C3)c2)n1	-12	-1	-2	11	-39	4	-1.8	1	1	2
Cc1cc2nc(-c3ccncc3)cc(C(F)(F)F)n2n1	-27	-8	7	4	5	0	0.7	-3	1	-1
Cc1ccc(S(=O)(=O)N2CCOCC2)cc1C(=O)Nc1c(C)n(C)n(-c2ccccc2)c1=O	3	0	3	11	-3	-1	-0.5	1	-1	0

A different layout for some results above:
| Compound | SIAE inh | LEDGF integ inh | mABHD4 FP | TDP2 inh | HTRA1 inhibitor | Rev-erbA mod | PG9 binder | TCR CD3 inh | PRMT1 inh | rCAG RNA binder |
| --- | --- | --- | --- | --- | --- | --- | --- | --- | --- | --- |
| CCn1cc(CN(C)C(=O)/C=C/c2ccc([N+](=O)[O-])cc2)c(C)n1 | 1 | -1 | 3 | 1 | -2 | 8 | 0.1 | -8 | 3 | -5 |
| COc1ccc(CCCC(=O)N/N=C/c2cccc(OC)c2O)cc1C | 2 | -7 | 8 | 5 | -11 | 1 | 0.7 | -2 | -4 | 4 |
| O=C(O)CCc1nn2c3ccccc3nc2n(-c2ccccc2)c1=O | -5 | 0 | 3 | -11 | 7 | 1 | -1.7 | 8 | -1 | 2 |
| Cc1ccc(-c2nnn3c2nc(NC(C)C)c2ccccc23)cc1 | -4 | 0 | -5 | 5 | -3 | 48* | 0.8 | 3 | 0 | 3 |
| O=C(O)c1cccc(NC(=S)NCc2ccccc2)c1 | -3 | 2 | 1 | 12 | 3 | -1 | -3.6 | 8 | 2 | 1 |
| Cc1cccc(NC(=O)c2nc[nH]c2C(=O)NC[C@H](C)O)c1 | 6 | -1 | 5 | 2 | -3 | 4 | -0.6 | 1 | 2 | 0 |
| Cc1cccc(OCC(=O)Nc2ccc(N3CCCC3)cc2)c1C | 5 | 2 | 16 | 9 | 29 | 6 | 0.9 | -12 | -2 | 10 |
| Cc1cccnc1NC(=O)C1CCN(S(=O)(=O)c2ccc3ccccc3c2)CC1 | 2 | -1 | -15 | 5 | -1 | -1 | 0.4 | 8 | -2 | 0 |
| CC(=O)c1ccc(OCc2cccc(C(F)(F)F)c2)cc1O | 0 | 0 | -7 | 6 | -17 | 7 | -2.1 | 1 | -2 | -5 |
| CC(C)CCC(CCN1CCCC1)c1ccc2c(c1)OCO2 (stereo unspecified) | -4 | -2 | 8 | -8 | 2 | -5 | -0.3 | 0 | 1 | -1 |
| CCCc1sc(N/N=C/c2ccccn2)nc1-c1ccc(Br)cc1 | -1 | -2 | 4 | -3 | 28 | 2 | -1.3 | -2 | 1 | 2 |
| Cc1nnc2c3ccccc3ccn12 | 2 | 1 | 16 | -2 | 5 | -3 | 0.1 | -3 | 1 | 1 |

Remaining list, next part.
SMILES	SIAE inh	LEDGF integ inh	mABHD4 FP	TDP2 inh	HTRA1 inhibitor	Rev-erbA mod	PG9 binder	TCR CD3 inh	PRMT1 inh	rCAG RNA binder
CCc1ccc(Nc2c([N+](=O)[O-])c(=O)oc3ccccc23)cc1	-7	4	0	14	-11	-2	-1.6	-3	-4	6
CNC(=S)N/N=C/c1c(C)nn(-c2ccc(F)cc2)c1Cl	7	2	-2	5	0	6	-1.1	-2	-3	-1
CC(=O)O[C@H]1[C@H](OC(C)=O)C[C@]2(OC(C)=O)C[C@H]1OC2=O	-2	3	-3	-10	.	-3	.	.	6	.
Cc1ccc(CC(=O)Nc2cc([N+](=O)[O-])ccc2F)cc1	-3	-2	1	-6	0	0	-0.4	-2	1	-1
O=S(=O)(Nc1ccccc1)c1ccc(-c2csnn2)cc1	-4	5	-18	-19	-4	-3	-2.1	-6	-4	7
CNC12CCc3cc(OC)c(OC)c(c31)-c1cc3c(cc1C2)OCO3 (stereo unspecified)	-1	12	2	-1	.	6	-4.2	-7	16	0
CC(C)COC(=O)N(C)C[C@H]1OCc2cnnn2CCCC(=O)N([C@H](C)CO)C[C@@H]1C	-1	-1	5	6	5	-1	-0.2	1	0	0
C=CCN(C(=O)c1csnn1)C(C(=O)NCc1ccc(F)cc1)c1sccc1C (stereo unspecified)	-1	2	0	-19	-7	2	-2.3	2	-3	-1
Cc1cccc(-c2nc(NCCN(C)C)c3ccccc3n2)c1	-1	-3	0	-2	2	1	1.0	1	-1	3
COc1ccc(C(CNC(=O)c2ccc(S(=O)(=O)N3CCCC3)cc2)N(C)C)cc1OC (stereo unspecified)	-2	-3	9	-10	5	-6	-0.5	-4	6	2
